# HEK cytotox = cytotoxic compounds in HEK 293 cells; HEK 293 viability, ATP luminescence (CellTiter-Glo), 48-72 h; Potency, µM (top dose mostly 115 µM), for the others: at the highest dose activity change, negative = cytotoxicity, usual class: inhibitors; 94,000 compounds, 6.6% hits; further: potency means the concentration at half of the fitted maximal effect; nearly all actives have a fitted effect of over 60% in size
#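 ATP-coupled CellTiter-Glo luminescence served as viability read-out, recorded 10 min after reagent addition at room temperature. HEK 293 cells, 250 cells/well, had been incubated with pintool-transferred compound for 48 or 72 hr at 37 degree Celsius.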
# SNCA viab count = cell viability loss counter-screen. HEK-293-SNCA-luc viability, GF-AFC fluorescence, 24 h. Potency, µM (titrated, usually from 57.1 µM), for the others: top-dose activity change, negative = cytotoxicity, actives largely listed as cytotoxic. 150,000 compounds, 0.12% hits. AID 1671193;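 further: potency means the concentration at half of the fitted maximal effect; 0% = DMSO-treated cells and -100% = medium-only wells without cells; nearly all actives have a fitted effect of over 30% in size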
#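 Cytotoxicity counterscreen: after 24 h compound treatment of genome-edited SNCA-luciferase HEK-293 cells, live-cell protease substrate GF-AFC read by fluorescence after 30 min; activity scaled between DMSO (0%) and medium-only (-100%), curves Hill-fitted.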
# GPT2 inhibitor = GPT2 alanine aminotransferase inhibition | Recombinant GPT2, coupled pyruvate oxidase/HRP Amplex Red fluorescence | Potency, µM (titrated, usually from 57.7 µM), for the others: at the top dose activity change, negative = inhibition, hits mostly inhibitors | 100,000 compounds, 0.25% hits | AID 1671188; further: potency means the concentration at half of the fitted maximal effect; nearly all actives have a fitted effect of over 60% in size; many of its hits are not listed in these tables
#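 GPT2 10ng/uL, a-KG 250uM, L-Ala 2mM, HEPES pH7.5 + 0.0001% Tween; 30 min RT. Then Amplex mix (PO/HRP/ThPP), 30 min RT dark, fluorescence. AOA 50uM used as positive control.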
# IP6K1 inhibitor = inhibitors of human IP6K1 | Q92551 | IP6K1 kinase, ADP-Glo luminescence, 2 h; active compounds read low | activity change, % (series mostly up to about 58 µM) | 140,000 compounds, 0.81% hits; in the data active means activity change below about -25%
#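 ADP-Glo luminescence measures ADP made by human IP6K1 during a 2 h RT reaction with ATP/IP6 (mix at 1.3 mM/130 uM); top library doses 57.5 and 19.1 uM final.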
# SNCA expr inh = SNCA gene expression inhibition; HEK-293 SNCA-luciferase knock-in, luminescence, 24 h; AID 1671194; 140,000 compounds, 0.17% hits; Potency, µM (series often up to 57.2 µM), inactives show at the highest dose activity change, negative = inhibition, actives largely listed as inhibitors;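 further: potency means the concentration at half of the fitted maximal effect; plate controls were DMSO cells for no effect and cell-free wells for full effect; nearly all actives have a fitted effect of over 45% in size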
# 3T3 cytotox = NIH 3T3 cell cytotoxicity. NIH 3T3 viability, CellTiter-Glo ATP luminescence, 48-72 h. Potency, µM (doses to about 96.7 µM), inactives show at the top dose activity change, negative = cytotoxicity, usual class: inhibitors. 94,000 compounds, 4.3% hits; further: potency means the concentration at half of the fitted maximal effect; nearly all actives have a fitted effect of over 55% in size
#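 Luminescent ATP readout (CellTiter-Glo, 10 min RT) after 48 or 72 hr compound exposure of NIH 3T3 cells seeded at 400 cells/well in 1536-well format; quantitative HTS.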
# FLuc inh = Photinus pyralis luciferase inhibition. P08659. purified P. pyralis luciferase, luminescence, biochemical. Potency, µM (doses to about 115 µM), without a hit: top-dose activity change, negative = inhibition, actives largely listed as inhibitors. 76,000 compounds, 2.5% hits. AID 1347043; further: potency means the concentration at half of the fitted maximal effect; nearly all actives have a fitted effect of over 65% in size
# Target sequence (P08659 whole entry, looked up): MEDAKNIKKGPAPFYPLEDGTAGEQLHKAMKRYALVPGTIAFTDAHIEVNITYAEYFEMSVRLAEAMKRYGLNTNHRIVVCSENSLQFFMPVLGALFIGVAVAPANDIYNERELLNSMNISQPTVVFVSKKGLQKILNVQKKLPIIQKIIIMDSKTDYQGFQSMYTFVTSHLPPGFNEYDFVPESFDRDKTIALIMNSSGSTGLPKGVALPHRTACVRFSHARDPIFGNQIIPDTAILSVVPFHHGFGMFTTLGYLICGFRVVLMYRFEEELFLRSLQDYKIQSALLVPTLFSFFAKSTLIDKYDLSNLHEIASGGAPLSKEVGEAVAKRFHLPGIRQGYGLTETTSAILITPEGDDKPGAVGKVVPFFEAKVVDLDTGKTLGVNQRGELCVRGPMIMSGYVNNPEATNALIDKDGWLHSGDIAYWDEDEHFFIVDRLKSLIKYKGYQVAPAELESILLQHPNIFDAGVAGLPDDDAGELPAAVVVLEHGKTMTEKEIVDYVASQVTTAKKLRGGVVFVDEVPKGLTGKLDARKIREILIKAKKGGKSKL
#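 Inhibitors were tested against purified firefly luciferase in a biochemical, low-substrate format (both substrates at 10uM) and luminescence measured with a CCD imager.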
# The depositor's hits bear a star; i = inactive; u = inconclusive; x = not tested or not shown; [ ] = dose if it differs, or a comment. Unless noted, the call rests on the fitted dose curve; in most records, active means well fitted curve in the direction sought with a large enough effect; inconclusive means small, poorly fitted or top-dose-only effect, or another doubt; inactive means no such curve, though single readings can be large; an effect the other way counts as inactive or inconclusive. Unless noted, on the % scale 0 is the no-effect control and ±100 the full control effect.
SMILES,HEK cytotox,SNCA viab count,GPT2 inhibitor,IP6K1 inhibitor,SNCA expr inh,3T3 cytotox,FLuc inh
C#CCNC(=O)C[C@@H]1c2nc(NC(=O)C3CCCCC3)sc2C[C@@H]2[C@](C)(CO)[C@H](O)CC[C@]21C,i,2%,3%,-2,-29%,4%,0%
Cc1cc2c(c(=O)n(-c3ccccc3)c(=O)n2CC(=O)N(C)c2ccccc2)n1C,13%,-28%,3%,18,2%,i,5%
CCn1ncc(N2CCCC(CC(=O)NCc3cc(F)cc(F)c3)C2)cc1=O (configuration not stated),-8%,-2%,-12%,7,33%[activator],u,-11%
CC1=C[C@@H](CNC(=O)CN(C)C)[C@H](C(C)C)C[C@H]1Cc1nnc(-c2ccccc2F)o1,u,u,-6%[88.5 µM],16,u,32µM*,1%[172 µM]
O=C(NCc1ccccc1)O[C@H]1COCCN(c2nc3ccccc3o2)C1,-21%[172 µM],-6%[87.6 µM],5%[88.5 µM],0,-5%[87.6 µM],-9%[138 µM],6%[172 µM]
Cc1[nH]c2c(C)ccc(C)c2c1CC(=O)N[C@@H]1CCOC[C@H]1OCCO,i,3%,-13%,-11,-15%,i,1%
Cc1ccc2c(=O)cc(C(=O)Nc3c(C(=O)c4ccccc4)oc4ccccc34)oc2c1C,x,7%,x,-13,-10%,x,x
CCOc1ccccc1CN1CC[C@H](c2n[nH]c(C)n2)[C@H](NC(=O)C2CCOCC2)C1,-22%,-7%[12.5 µM],i,15,-2%,i,0%
O=C1COCCN1C1CCN([S+](=O)([O-])c2cccs2)CC1,i,0%,4%,-9,20%,4%,x
O=C(NCc1ccc(Cl)cc1)C1CCCN(c2cnn(Cc3ccccc3)c(=O)c2)C1 (configuration not stated),u,-3%,i,15,-9%,u,6%
CN(Cc1ccccc1)S(=O)(=O)c1ccc(F)c(C(=O)Nc2ccccc2C(F)(F)F)c1,x,10%,x,-10,9%,x,x
O=C(CC1CCN(C(=O)Nc2ccccc2F)C1)NCc1ccccc1 (configuration not stated),-3%,7%[12.5 µM],i,1,0%,-13%,6%
Cc1cc(C)cc(NC(=O)CSCn2nnc3c(=O)[nH]c(Cc4ccc(F)cc4)nc32)c1,x,u,x,4,8%,x,x
O=c1n(-c2ccc(Cl)cc2)nc2n1CCN(CC1CCCCC1)C2,u,-8%,i,17,9%,u,x
CCn1cc(S(=O)(=O)c2ccc(C)cc2C)c(=O)c2cc(F)c(N3CCCCC3)cc21,x,-22%,x,9,-19%,x,x
Cc1ccc(-n2nc3n(c2=O)CCN(C(=O)c2ccc(C(F)(F)F)cc2)C3)cc1,-22%,-7%,i,2,7%,-24%,-2%
COc1ccc(NC(=O)C2CCCN(c3cnccn3)C2)c(OC)c1 (configuration not stated),x,-1%,x,44,-4%,x,x
Cc1cc(C)cc(OCC(=O)NCC2(N(C)C)CCCCC2)c1,x,9%,x,0,-9%,x,x
COc1ccc(-c2nc(C)nc3c2CCN(C(=O)c2ccc4c(c2)OCO4)CC3)cc1,u,-16%,i,-3,-4%,-26%,-5%
Cc1ccc2nc(-c3ccc(NC(=O)COc4ccc(Cl)c(C)c4)cc3)sc2c1,x,-7%,x,6,22%,x,x
CC(=O)O[C@H]1C[C@@](O)(C(C)C)[C@@H]2[C@@H](OC(=O)c3ccc(O)cc3)CC(C)=CC[C@@]12C,x,-21%[23.9 µM],0%[27.3 µM],1,x,x,x
CCN(CC)c1ccc(NC(=O)C2CCN(S(=O)(=O)c3c(C)noc3/C=C/c3ccccc3F)CC2)c(C)c1,x,23%,x,-4,-8%,x,x
CC(Sc1cn(CCNC(=O)c2ccccc2F)c2ccccc12)c1ccccc1 (configuration not stated),x,-15%,x,9,-24%,x,x
Cc1cccc(OCC(=O)OCc2cc(=O)n3nc(-c4cccs4)sc3n2)c1,x,-16%,x,13,9%,x,x
COC[C@@H]1CN(S(=O)(=O)c2ccc(C(C)C)cc2)C[C@H]1c1ccccn1,u,-4%,i,14,15%,u,x
COc1ccc(NC(=O)c2cc3sc(C)c(CN4CCCCC4)c3[nH]2)cc1OC,u,-24%,u,8,28%,40µM*,0%
CC(=O)N1CCCCC1c1nc(-c2ccccc2)n[nH]1 (configuration not stated),11%,0%,-4%,1,5%,3%,-4%
CCC1(N2CCN(S(=O)(=O)c3ccc4c(c3)CCCC4)CC2)CCN(C(=O)C(C)C)C1 (configuration not stated),u,6%,u,8,-9%,u,-10%
CC(=O)N1CCCN(c2nc3ncccc3o2)CC1,-7%[172 µM],5%[87.6 µM],i,-8,-8%[87.6 µM],-20%[138 µM],-6%[172 µM]
Cn1c(C(=O)N2CCC(C(=O)NCCc3ccc(S(N)(=O)=O)cc3)CC2)cc2sccc21,x,9%,x,-5,10%,x,x
COC(=O)c1cc(NC(=O)CC2C(=O)OCCN2Cc2ccccc2)cc(C(=O)OC)c1 (configuration not stated),x,1%,x,-33*,-10%,x,x
O=C(c1ccc(-c2ccccc2CO)nc1)N1CCCN(c2ncccn2)CC1,-11%,4%,-10%,20,1%,-23%,-2%
CC(=O)c1cccc(NC(=O)c2nc3ccccc3nc2N2CCCCC2)c1,x,u,x,7,-14%,x,x
O=C(c1c(O)cccc1O)N1CCOC(C(F)(F)F)C1 (configuration not stated),-4%,-14%,i,4,u,-1%,2%
COCCNc1ncc(-c2cccc(OC)c2)c2c1OCC2,u,7%[87.6 µM],u,8,134%[activator][87.6 µM],u,18µM*
COc1ccc(CN2Cc3[nH]cnc3C[C@H]2C(=O)NCc2ccccc2)c2ccccc12,89µM*,u,u,7,-29%[87.6 µM],u,-11%[172 µM]
Cc1c(NC(=O)c2ccc(N3CCC(C)CC3)c([N+](=O)[O-])c2)cccc1-c1nc2ccccc2o1,x,-10%,x,-18,-1%,x,x
CS(=O)(=O)c1ccc(-c2cnc([C@@H]3COCCN3C3CCCCC3)[nH]2)cc1,-17%[172 µM],-5%[87.6 µM],0%[88.5 µM],-4,-17%[87.6 µM],u,-1%[172 µM]
CC(=O)N1CCOc2cc(S(=O)(=O)Nc3c(C)cccc3C(C)C)c(Cl)cc21,x,u,x,3,-19%,x,x
CCOC(=O)c1c(C)oc2nc(C)nc(NCCCN3CCN(c4ccccc4OC)CC3)c12,x,-4%,x,-4,15%,x,x
COc1ccc(S(=O)(=O)N2CCC(C(=O)NC(C)c3ccccc3)CC2)cc1 (configuration not stated),x,-17%,x,3,-3%,x,x
CCC(O)c1nc2ccccc2n1CCOc1cc(C)cc(C)c1 (configuration not stated),x,3%,x,-19,28%,x,x
O=C(Nc1cccc(Cl)c1F)N1CCCC(Cn2c(C3CC3)nc3cccnc32)C1 (configuration not stated),u,-18%,i,5,0%,u,0%
COc1ccc(C(=O)N2CCC3(CC2)CCC(O)(CN(C)C)CC3)cc1,-12%,-4%,-5%,3,35%[activator],-3%,-3%
Cc1sc2ncn(CC(=O)N(C)c3ccc(Br)cc3)c(=O)c2c1S(=O)(=O)N1CCC(C)CC1,x,0%,x,7,20%,x,x
CCOc1ccc2nc(N(Cc3cccnc3)C(=O)c3cccs3)sc2c1,x,-6%,x,2,159%[activator],x,x
CCc1ccc(C(=O)c2cn(CC(=O)Nc3ccc4c(c3)OCO4)c3cc(OC)c(OC)cc3c2=O)cc1,x,2%,x,17,11%,x,x
Cn1nc(C(=O)NCCc2noc(-c3ccncc3)n2)c2ccccc21,0%,12%,-15%,17,-28%,1%,-2%
CCc1nc2c(c(-c3ccc(OC)cc3)n1)CCN(Cc1cccc(NC(C)=O)c1)CC2,i,1%,3%,9,4%,i,x
O=C(C1CCCC1)N1C[C@@H](CO)[C@H](c2ccncc2)C1,i,20µM*,-7%,-3,-15%,2%,-7%
CC(=O)c1cccc(NC(=O)C2CCN(C(=O)c3cnn(-c4ccccc4)c3-n3cccc3)CC2)c1,x,-8%,x,6,-29%,x,x
CCn1cc(-c2ccc(OC)cc2)cc1C(=O)N1CCCCCC1,u,-6%,i,-2,-8%,-30%,-11%
CC(C)C[C@@H]1N[C@H](C(=O)NC2CCC2)Cc2cn(Cc3nccn3C)c3cccc1c23,u,-28%[87.6 µM],u,-2,-26%[87.6 µM],79µM*,-7%[172 µM]
CC1(C(=O)NCc2cccnc2)COCc2cnc(Nc3ccccc3)nc21 (configuration not stated),-15%[172 µM],-2%[87.6 µM],i,2,-5%[87.6 µM],u,4%[172 µM]
CN1CC(=O)N(C2CCC2)Cc2c1ncnc2N1CCc2ccccc2C1,-20%,-6%,u,-5,16%,-25%,-14%
COCC(=O)NC[C@H]1O[C@@H](CC(=O)N(C)Cc2ccccc2)[C@H](O)[C@@H]1O,i,-3%[87.6 µM],-24%[88.5 µM],-6,0%[87.6 µM],-28%[174 µM],-6%[172 µM]
CN(Cc1ccccc1)Cc1cc(CC2(NCc3ccc(F)cc3)COC2)no1,u,-4%[87.6 µM],4%[88.5 µM],0,9%[87.6 µM],u,8%[172 µM]

# Bioassay records from PubChem BioAssay.

# No enrichment for hits; any-hit rate near 7.8%.
